Cardiac RTF inh: cardiac RTF calcium desensitization; 0.12% of 340,000 active; inhibition, % at 7.15 µM; AID 493244; IANBD-labeled cardiac RTF, Ca2+ fluorescence;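 active = inhibition above the mean inhibition of all tested compounds plus 3 SD, cut at about 17% in these data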;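 note: assay run at fixed EC70 calcium of 1.6 mM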
Keap1 Nrf2 FP: Keap1-Nrf2 (human) interaction inhibition; inhibition, % at 9.4 µM; Q14145; Keap1 Kelch-Nrf2 peptide fluorescence polarization, 1536-well; 0.15% of 340,000 active; in the data active = inhibition above about 12%;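 note: human Keap1 Kelch domain with fluorescein labeled Nrf2 9mer peptide probe; 0% = neutral control wells and 100% = peptide positive control; higher means more block of Keap1 binding to Nrf2 peptide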
C-LANA FP: blocks KSHV LANA C-terminal domain binding to DNA; MBP-C-LANA/FAM-LBS DNA binding, fluorescence polarization; inhibition, % at 9 µM; 0.078% of 340,000 active; AID 504423;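 active = highest replicate inhibition at or above 60% at 9 µM, even if other replicates fall short; inactive = all replicates below 60% inhibition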;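 note: 0% = neutral control wells and 100% = 4 µM acridine orange control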
NSD2 HMT inh: inhibitors of human histone methyltransferase NSD2 | O96028 | NSD2 peptide methylation, AlphaScreen, 120 min | inhibition, % at 12.5 µM | 0.54% of 310,000 active | AID 743445; in the data active = inhibition above about 50%
Arrestin-AP2 inh: blocks beta-arrestin peptide binding to AP2 adaptin; inhibition, % at 10 µM; AID 504490; 0.31% of 340,000 active; FITC-arrestin peptide / GST-AP2 beads, flow cytometry; AP2 beta2 appendage carries R879A mutation;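 active = inhibition above a set limit, near 3 SD of compounds lacking own fluorescence, cut at about 54% in these data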;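 note: plate controls were DMSO wells for no effect and 5 µM unlabelled arrestin peptide for full effect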
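Measured by: flow cytometry, FL1 (488/535 nm); Material: AP2 appendage R879A on GSH beads; Evaluation: percent response; Timing: pre-incubation 12 min, peptide binding 1 h, room temperature; Also added: 50 nM FITC-arrestin peptide; Medium: PBS with 0.05% Tween 20 and 0.1% BSA.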
DAGLB inhibitor: blocks human DAGLB lipase activity; Q8NCG7; HEK293T DAGLB membrane lysate, EnzChek fluorogenic substrate; inhibition, % at 5.17 µM; 0.059% of 340,000 active; AID 504411; in the data active = inhibition above about 34%;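 note: 0% = enzyme with vehicle and 100% = wells lacking enzyme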
PvdQ acylase: blocks Pseudomonas aeruginosa PvdQ acylase activity; purified PvdQ acylase, fluorescence plate reader; inhibition, % at 10 µM; 0.063% of 340,000 active; AID 488965; in the data active = inhibition above about 30%, passing the limit was not always enough;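 note: 0% = vehicle neutral wells and 100% = reference inhibitor wells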
SR-BI DiI inh: blocks mouse SR-BI lipid uptake from DiI-HDL. inhibition, % at 12.5 µM. ldlA[mSR-BI] CHO cells, DiI-HDL uptake fluorescence, 3 h. 0.96% of 320,000 active;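 active = mean replicate inhibition of at least 70% and a set share of replicates each scoring 70 or more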;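 note: 0% = median of neutral control wells and 100% = median of positive control wells; values of inactives mirror those of a sister screen read the other way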
Target sequence (Q61009 whole entry, looked up): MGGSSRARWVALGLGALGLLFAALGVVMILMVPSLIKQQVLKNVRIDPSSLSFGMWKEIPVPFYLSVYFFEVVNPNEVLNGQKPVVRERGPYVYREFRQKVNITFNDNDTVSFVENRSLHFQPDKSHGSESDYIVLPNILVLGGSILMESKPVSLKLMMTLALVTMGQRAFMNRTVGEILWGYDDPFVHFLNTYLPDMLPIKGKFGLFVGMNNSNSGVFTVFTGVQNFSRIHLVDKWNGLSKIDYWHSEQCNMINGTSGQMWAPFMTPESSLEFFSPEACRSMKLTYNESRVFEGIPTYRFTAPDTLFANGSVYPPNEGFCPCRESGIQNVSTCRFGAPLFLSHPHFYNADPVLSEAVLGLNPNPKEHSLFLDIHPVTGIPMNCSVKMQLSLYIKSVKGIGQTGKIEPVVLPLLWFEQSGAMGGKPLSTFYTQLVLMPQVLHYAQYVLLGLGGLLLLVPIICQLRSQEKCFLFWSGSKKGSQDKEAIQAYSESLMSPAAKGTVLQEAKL
SR-BI uptake up: enhances SR-BI lipid uptake from DiI-HDL. CHO ldlA[mSR-BI] cells, DiI-HDL uptake fluorescence, 3 h; 100 = double the neutral-control signal. activation, % at 12.5 µM. 0.096% of 320,000 active;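 active = mean replicate activation of at least 60% and every replicate at or above 60%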;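 note: 0% = median plate neutral-control signal and 100% = twice that signal; values of inactives mirror those of a sister screen read the other way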
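system = CHO ldlA[mSR-BI] cells, LDL receptor-null, SR-BI overexpressing | medium = Ham's F12 with 0.5% BSA, HEPES 25 mM, pH 7.4 | probe or stimulus = DiI-HDL 10 µg/mL | compound dosing = single-point compound dose | incubation = compound exposure 3 h, 37 °C | technique = DiI fluorescence, bottom read | read-out = cell-associated DiI fluorescence as measure of HDL uptake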
PKA-R2B activ: activators of human PKA-R2B complex. P22694+P31323. PKA-R2B holoenzyme dissociation, Cy5-IP20 fluorescence polarization; R2B truncated from residue 108, S112A mutant; 0% DMSO only, 100% 113 µM cGMP. activation, % at 11.4 µM. 0.079% of 340,000 active. AID 504700;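 active = activation above a cutoff set at the mean over all compounds plus 3 SD, cut at about 18% in these data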;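 note: higher means more holoenzyme dissociation and a rise in polarization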
Target sequence (P31323 whole entry, looked up, other chains not shown, the tested form may be a part): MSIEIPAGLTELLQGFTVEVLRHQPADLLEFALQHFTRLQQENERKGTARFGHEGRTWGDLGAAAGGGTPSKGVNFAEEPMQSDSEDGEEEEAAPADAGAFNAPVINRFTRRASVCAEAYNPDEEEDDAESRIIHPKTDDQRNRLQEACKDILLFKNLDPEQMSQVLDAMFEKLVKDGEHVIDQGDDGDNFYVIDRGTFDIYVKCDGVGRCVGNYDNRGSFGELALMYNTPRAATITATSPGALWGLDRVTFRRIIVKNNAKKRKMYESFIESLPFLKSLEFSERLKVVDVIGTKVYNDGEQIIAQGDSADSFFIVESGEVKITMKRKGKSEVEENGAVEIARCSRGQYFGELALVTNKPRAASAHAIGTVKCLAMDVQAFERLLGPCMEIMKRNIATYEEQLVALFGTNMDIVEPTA
* marks the source's active call; other numbers are inactive results; · = not tested or not shown.

SMILES	Cardiac RTF inh	Keap1 Nrf2 FP	C-LANA FP	NSD2 HMT inh	Arrestin-AP2 inh	DAGLB inhibitor	PvdQ acylase	SR-BI DiI inh	SR-BI uptake up	PKA-R2B activ
O=C(CCc1ccccc1)N=C1SC2CS(=O)(=O)CC2N1c1ccc(F)cc1 (centres undefined)	-4	-5	1.6	14	-8	-1	-8	-6	6	-4
Cc1c(CN(C)C(=O)c2ccc(Br)o2)cnn1C	-5	-1	-3.2	-1	6	0	-11	-23	23	10
CC(=O)Nc1ccc(S(=O)(=O)NC2CC(=O)N(c3ccc4c(c3)OCCO4)C2)cc1 (centres undefined)	-16	4	-0.9	3	34	3	-8	11	-11	-1
COc1ccc2c(CC(=O)Nc3ccc(OC)c(NS(=O)(=O)c4ccc(F)cc4)c3)coc2c1	4	-5	-0.6	2	5	0	-11	2	-2	4
Cc1nc2ccc(Br)cc2c(-c2ccccc2)c1C(=O)O	-2	-1	-0.8	0	4	2	-12	-23	23	-5
O=c1[nH]c2cc3ccccc3cc2nc1C(F)(F)F	-6	9	8.8	·	-5	4	-10	-18	18	3
COc1ccc(/C=C/C(=O)c2ccc3ccccc3c2O)cc1CN1CCOCC1	-16	-1	-1.0	0	-15	0	-13	0	0	-5
CCN(Cc1nc2ccccc2c(=O)[nH]1)Cc1nc2cc(OC)c(OC)cc2c(=O)[nH]1	0	0	0.5	-5	-6	-4	-7	-33	33	-12
O=C(COC(=O)/C=C/c1ccc([N+](=O)[O-])cc1)Nc1ccc2[nH]c(=O)[nH]c2c1	-11	5	-2.3	0	24	3	18	-10	10	-7
O=[N+]([O-])c1cc(Br)c(Nc2ccccc2)c([N+](=O)[O-])c1	-1	-6	-1.9	14	-26	0	-6	1	-1	3
Cc1ccc(OCc2n[nH]c(=S)n2-c2ccc(C)cc2)cc1	-10	2	-0.8	-1	-8	2	-3	-16	16	-9
O=C(O)C1CCCN(S(=O)(=O)c2cccs2)C1 (centres undefined)	4	3	-0.8	0	33	-4	6	-25	25	-7
O=C(O)CCCCCNC(=O)CCn1cnc2ccccc2c1=O	-9	-7	-0.8	3	15	3	-7	-32	32	3
Clc1cc2c(nn1)Nc1ccccc1S2	-6	-3	1.7	-8	3	1	-11	-7	7	-9
C/C(N)=C(/C#N)C(=O)CSc1nnc(-c2ccc3c(c2)OCO3)o1	-1	-3	0.2	4	-11	-1	-16	-16	16	-7
O=C(CCc1nnc2ccc(N3CCC4(CC3)OCCO4)nn12)Nc1ccc(F)cc1	-7	-2	0.9	-8	-3	-3	-8	-5	5	-2
c1ccc(CN2CCN(C(c3ccccc3)c3nnnn3Cc3ccccc3)CC2)cc1 (centres undefined)	-18	-5	0.7	9	0	0	-3	-12	12	5
CCOc1[nH]n(-c2ccc(Cl)cc2)c(=O)c1C=NCC(=O)OC	7	-4	-1.2	3	-5	0	-6	30	-30	-9
COc1ccccc1-c1noc(CCC(=O)Nc2ccccc2Cl)n1	-5	0	1.7	1	-1	-2	-7	19	-19	-3
CC1(C)CC(=O)C2=C(C1)N(c1ccc(F)cc1)C(=O)CC2c1ccccc1 (centres undefined)	-15	-4	0.4	3	0	1	-13	13	-13	8
CC(OC(=O)CCN=C1NS(=O)(=O)c2ccccc21)C(=O)c1ccccc1 (centres undefined)	9	-6	-0.6	-3	-2	-1	2	0	0	-7
Cc1nn(Cc2noc(C(=O)NCCc3ccccn3)n2)c(C)c1Br	1	-8	-1.1	1	7	0	-24	·	·	-9
O=C(Nc1nc2ccc(S(=O)(=O)N3CCCC3)cc2s1)c1ccco1	-11	1	0.5	4	0	3	-15	-11	11	-16
CN1CCN(C(=S)c2ccc(Cl)cc2)CC1	-7	2	-0.3	-3	5	0	-8	3	-3	10
CCCCN(CC)c1nc(N)c(C#N)c(CC#N)c1C#N	-11	-5	0.0	·	-3	-1	-15	17	-17	8
CCOC(=O)N1CCN(c2ccccc2OC)CC1	2	0	-0.4	2	51	-4	5	-4	4	-9
Cc1ccc(-n2cccc2/C=C2\C(=N)N3N=C(c4ccco4)SC3=NC2=O)cc1	9	-3	1.3	10	3	8	1	-10	10	-2
COc1ccc(-c2cc(C(=O)NCC(C)C)no2)cc1	0	0	-1.0	-16	1	2	-7	20	-20	-2
O=C(CCNC(=O)c1ccc([N+](=O)[O-])cc1)NCC1COc2ccccc2O1 (centres undefined)	-6	·	·	-2	-6	3	-11	-10	10	-11
CN(C)c1ccnc(-n2cccc2/C=N/O)c1C#N	·	-6	0.9	-3	-3	·	-10	-12	12	·
Cc1ccccc1N1CCN(C(=S)c2ccc([N+](=O)[O-])cc2)CC1	15	1	1.1	2	45	-6	-1	42	-42	-3
O=C(Nc1ncc2c(n1)-c1ccccc1OC2)c1ccc(Cl)cc1	-9	4	-1.5	-1	-7	-2	-14	5	-5	-1
O=S(=O)(c1ccc2c(c1)OCCO2)N1CCC(c2nc3ccccc3[nH]2)CC1	-5	-3	-1.6	-2	15	0	7	-2	2	19*
COc1ccc(S(=O)(=O)NC2CCCCC2)c(C)c1C	-9	1	0.6	0	19	-7	8	-10	10	3
Cc1ccccc1NC(=O)CON=C(N)c1ccccc1	1	3	1.1	-4	-2	-2	-15	8	-8	-5
CCCCn1c(N)c(N(Cc2ccccc2OC)C(=O)CSCC(=O)Nc2ccc(C)cc2)c(=O)[nH]c1=O	-6	7	-2.4	-1	-1	4	-9	-2	2	1
COC(=O)C1=C(C(=O)OC)SC(=C2C(=S)C(C)(C)N(C(=O)C3CC3)c3ccccc32)S1	1	3	2.8	12	7	41*	-4	97*	-97	-5
Cc1ccc(CNCC(=O)Nc2ccc(N3CCOCC3)cc2)cc1	2	8	-0.2	0	-3	-1	4	2	-2	3
O=C(c1cc(S(=O)(=O)N2CCCCC2)ccc1N1CCOCC1)N1CCN(Cc2ccccc2)CC1	1	2	-0.5	-2	39	0	0	-14	14	1
O=C(O)c1ccc(S(=O)(=O)c2ccc(Sc3ccc(C(=O)O)c(C(=O)O)c3)cc2)cc1	-5	0	-1.5	11	4	0	-6	-20	20	8
COc1cccc(CNc2ccc(S(N)(=O)=O)cc2)c1OC	-3	-3	0.1	·	3	1	-9	-23	23	7
CCc1ccc(N(C(=O)c2csnn2)C(C(=O)NC(C)(C)C)c2cccnc2)cc1 (centres undefined)	-9	0	0.1	1	1	1	-9	-16	16	1
Cc1ccc(C)c(NC(=O)C2Cc3ccccc3CN2C(=O)OCc2ccccc2)c1 (centres undefined)	-1	-5	-0.7	-30	0	-1	-6	33	-33	-10
CCN1C(=O)/C(=C2\SC(N3CCOCC3)=NC2=O)c2ccccc21	-8	-5	0.1	·	9	1	-13	-3	3	10
O=C(c1ccccc1F)N1CCC(N2CCCCCC2)CC1	-1	-3	-0.2	3	5	1	-4	-48	48	-5
C=C(C)CSc1nc2sc3c(c2c(=O)n1-c1ccccc1)CCN(C)C3	-11	-4	0.3	5	-1	2	-10	-30	30	-11
COCCn1nnnc1C(c1ccccc1)N1CCN(C)CC1 (centres undefined)	-8	3	-0.4	0	-3	0	-8	-21	21	-5
O=C1NC(=S)N/C1=C/c1cc2c(cc1[N+](=O)[O-])OCO2	-10	-6	6.5	10	-6	-3	-13	-6	6	-1
O=S(=O)(c1ccccc1)N1N=C(c2ccc(O)cc2)CC1c1ccco1 (centres undefined)	3	2	-0.4	2	-1	-1	-20	15	·	-1
CCCCSc1nnc(-c2ccc(NC(=O)CCc3ccccc3)cc2)n1C	-4	-2	1.5	-2	6	-1	-5	63	-63	3

Remaining list, next part:
SMILES	Cardiac RTF inh	Keap1 Nrf2 FP	C-LANA FP	NSD2 HMT inh	Arrestin-AP2 inh	DAGLB inhibitor	PvdQ acylase	SR-BI DiI inh	SR-BI uptake up	PKA-R2B activ
O=C(OCCCN=C1NS(=O)(=O)c2ccccc21)c1ccc(F)cc1	1	3	0.6	0	10	1	-1	-3	3	-7
O=C(N/N=C/c1ccc(N2CCOCC2)cc1)c1ccccn1	-7	0	42	-4	-32	-1	-2	1	-1	-2
CC1CCCN(C(=O)Cn2nnc(-c3ccc([N+](=O)[O-])cc3)n2)C1 (centres undefined)	-1	4	-0.7	2	20	0	-2	-1	1	7
O=C(Nc1ccc(F)c(Cl)c1)c1nsc(Cl)c1Cl	0	-5	-1.3	0	-7	-10	2	8	-8	-12
COc1ccc(S(=O)(=O)N2CCCCCC2)cc1NC(=O)CCc1cc(OC)c(OC)c(OC)c1	-3	-3	0.9	-1	1	-2	-11	16	-16	-5
Cc1ccc(-c2nnc(Cc3ccc(Cl)cc3)o2)cc1	3	-6	0.4	·	-6	-12	-7	-16	16	-8
O=C(Cn1c(=O)n(-c2ccccc2)c(=O)c2oc3ccccc3c21)Nc1ccccc1	-3	1	0.9	25	9	3	-6	9	-9	0
Nc1nnc(SCC(=O)Nc2ccc3c(c2)OCCO3)s1	-3	2	-0.6	2	-2	0	9	-18	18	-4
O=C(Nc1nc2ccc(S(=O)(=O)N3CCOCC3)cc2s1)c1cccs1	-1	-6	2.4	-1	-20	1	-7	1	-1	-6
COCC(=O)Nc1c(I)c(C(=O)NCC(O)CO)c(I)c(C(=O)N(C)CC(O)CO)c1I (centres undefined)	-13	-3	1.3	·	4	-2	-7	-3	3	-2
CCOC(=O)N1CCN(Cc2nc(-c3cccs3)no2)CC1	-5	4	1.2	-5	-7	1	-2	·	·	-3
Nc1nc(-c2ccc(Br)s2)c(Br)s1	1	0	1.1	-3	4	-2	2	-11	11	-6
O=C(c1ccccc1NS(=O)(=O)c1ccc2c(c1)OCCO2)N1CCOCC1	3	-5	-0.6	·	-8	1	3	-2	2	-6
COc1ccc(-n2cc(CN3CCCC3)c(-c3cccc(F)c3)n2)cc1	0	-4	7.9	1	1	-2	6	14	-14	-7
O=C(Cn1cnc2ccccc2c1=O)Nc1ccc(-c2nnc3n2CCCCC3)cc1	-10	-1	-1.0	1	24	-2	7	-13	13	-7
Cc1cccc(C(=O)NCC(=O)OCC(=O)N(C)CC(=O)Nc2ccc(F)cc2)c1	-2	-3	0.2	0	-4	1	-10	-2	2	-2

Arranged by the number under Keap1 Nrf2 FP (highest first): some entries from above
structure	Keap1 Nrf2 FP
CCOC(=O)N1CCN(Cc2nc(-c3cccs3)no2)CC1	4
O=C(Cn1cnc2ccccc2c1=O)Nc1ccc(-c2nnc3n2CCCCC3)cc1	-1
O=C(c1ccccc1NS(=O)(=O)c1ccc2c(c1)OCCO2)N1CCOCC1	-5

Compound activity as filed in PubChem.

Outcome played no part in choosing rows. About 2.1% of those tested had a hit in this group.
